Screening data deposited in PubChem BioAssay by several laboratories.
SIAH1 antagonists: Siah-1 peptide-binding antagonists, primary screen, biochemical, fluorescence polarization, rhodamine-plectin, uHTS (AID 1817); one-dose displacement, % at 20 µM; IC50 in µM for titrated hits; E3 ubiquitin-protein ligase SIAH1 (Homo sapiens); 0.02% of 290,000 active; Siah-1 / rhodamine-plectin peptide fluorescence polarization; higher % means a stronger effect;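 active means displacement of at least 50% at 20 µM, with a fluorescence ratio check between 0.3 and a set limit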;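 further: plate controls were Siah plus tracer with DMSO for no effect and tracer alone without Siah for full effect; strong numbers were not always called active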
LYP phosphatase: inhibitors of LYP phosphatase, biochemical, fluorescence intensity, uHTS (AID 1779). recombinant LYP phosphatase, fluorescence intensity; higher % means a stronger effect. one-dose inhibition, % at 11.5 µM; IC50 in µM for titrated hits. 0.054% of 290,000 active;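 further: plate controls were vehicle with enzyme for no effect and no enzyme for full effect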
M17LAP inhibition: P. falciparum M17LAP inhibitors, primary screen, biochemical, fluorogenic H-Leu-NHMec substrate, 1536-well (AID 1619) | Leucine aminopeptidase (Plasmodium falciparum (isolate 3D7)) | recombinant M17LAP, H-Leu-NHMec fluorogenic kinetic assay; higher % means a stronger effect | one-dose inhibition, % at 30 µM; IC50 in µM for titrated hits | 0.38% of 220,000 active;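 active means compound inhibiting the enzyme by more than half at any dose during confirmatory dose-response retesting; inconclusive means strong single-dose inhibitors picked by rank but not retested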;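 further: plate controls were full reaction with DMSO carrier for no effect and no enzyme background for full effect; strong numbers were not always called active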
XIAP antagonists: XIAP antagonists, biochemical, IAP family, fluorescence polarization (AID 1018); one-dose displacement, % at 20 µM; IC50 in µM for titrated hits; 0.007% of 200,000 active; XIAP BIR domain, fluorescence polarization peptide displacement; higher % means a stronger effect; in the data active means displacement above about 50%; further: a part of the inactive calls stands beside numbers as strong as those of hits
ER stress rescue: rescue of cells from ER stress-induced death, primary screen, 384-well, CSM14.1, thapsigargin, ATP luminescence (AID 1222); CSM14.1 thapsigargin-induced death rescue, ATP luminescence; higher % means a stronger effect; cellular ATP content (survival), % at 20 µM; hits with a dose series show EC50 in µM; 190,000 tested, under 10 active;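 active means EC50 below 50 µM in the dose-response confirmation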;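 further: death triggered by thapsigargin at about 15 µM added after 2 h compound pretreatment; cell ATP read after overnight thapsigargin exposure of roughly 18 to 22 hours; normalized against plate controls of thapsigargin alone and 5% DMSO vehicle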
P. falciparum M1AAP: P. falciparum M1AAP inhibitors, biochemical, fluorogenic H-Leu-NHMec substrate, 1536-well (AID 1445) | recombinant M1AAP, H-Leu-NHMec fluorogenic kinetic assay; higher % means a stronger effect | 0.42% of 220,000 active | Aminopeptidase N (Plasmodium falciparum (isolate 3D7)) | inhibition, % at 30 µM; hits with a dose series show IC50 in µM;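 active means primary inhibition above the hit cutoff, then over 50% inhibition at one or more dose response concentrations, cut at about 23% in these data, passing the limit was not always enough; inconclusive means conflicting primary data, or primary hits not chosen for dose response; inactive means low primary inhibition, or under 50% at every dose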;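 further: plate controls were DMSO full reaction for no effect and no enzyme background for full effect; strong numbers were not always called active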
AID2073: inhibitors of Mint1-CaV2.2 protein interaction, biochemical, HTRF (AID 2073); HTRF protein-protein interaction, Mint1-CaV2.2; higher % means a stronger effect; inhibition, % at 20 µM; hits with a dose series show IC50 in µM; 0.19% of 290,000 active; in the data active means inhibition mostly above about 51%, no sharp cut-off; inconclusive means no clear call, values can overlap the other calls; inactive means mostly below about 53%; further: some results filed as inactive read as strong as hits
Hep lipid drop: inhibitors of hepatocyte lipid droplet formation, primary screen, imaging, high-throughput imaging, BODIPY stain; AML12 mouse hepatocytes, oleate lipid droplets; inhibition, % at 6.5 µM; 0.4% of 240,000 active; AID 1656, 2009;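 active means lipid droplet intensity inhibited by at least 50%, with more than 500 cells counted; inconclusive means wells with under 300 cells, treated as cytotoxic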
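Technique: fluorescence imaging, 20x objective, two fields per well / Assay system: AML12 hepatocytes (mouse) / Measure: % inhibition of lipid droplet signal / Doses: 6.5 µM single-point dosing / Incubation: overnight exposure / Reagent: 100 µM oleic acid challenge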
NOD2 inhibition: NOD2 signaling inhibitors, cell-based, luminescence, uHTS, HEK293 (AID 1566) | HEK293 NOD2/NF-kB luciferase reporter, luminescence; higher % means a stronger effect | one-dose inhibition, % at 4 µM; EC50 in µM for titrated hits | 0.63% of 290,000 active; further: many of its hits are not listed in these tables
Hep lipid drop cells 6.5 µM: recorded beside Hep lipid drop, whose call it bears; cell count; measured here: cell count, cytotoxicity flag;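 cells counted across two imaged fields per well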
Active calls of the source: *; ? = inconclusive; / = not tested or not shown. Unless noted, no stated cut-off is given here; in the data, active means inhibition above about 50%; inactive means the rest. This is a subset; rates above refer to the full screens.

SMILES	SIAH1 antagonists	LYP phosphatase	M17LAP inhibition	XIAP antagonists	ER stress rescue	P. falciparum M1AAP	AID2073	Hep lipid drop	Hep lipid drop cells 6.5 µM	NOD2 inhibition
COc1ccc(NC(=O)C2(N(C(=O)Cn3nnnc3N)c3ccc(OC)cc3)CCCCC2)cc1	-3%	-6%	/	/	/	/	4%	6	760	-28%
C=CCN(c1ccc(C(=O)Nc2ccc(NC(C)=O)cc2)cc1)S(C)(=O)=O	10%	-7%	-5%	-6.7%	-0.2%	5%	39%	-5	693	15%
O=C1c2ccccc2C(=O)C1c1ccccn1	17%	-9%	19%	/	/	9%	12%	-5	726	-76%
Cc1c(/C=N\NC(=O)C2COc3ccc(C(C)(C)C)cc3O2)c2ccccc2n1C (stereo unspecified)	2%	6%	5%	-4.5%	1.1%	-1%	10%	2	643	3%
COc1ccccc1/C=C/C(=O)NCc1cccnc1	-2%	-3%	-3%	-3.1%	-1.7%	-5%	33%	-18	639	8%
CC(C)(C)C(=O)Nc1c2c(nn1-c1cccc(Cl)c1)CS(=O)(=O)C2	3%	-8%	/	/	/	/	10%	-3	717	13%
CC(C)C(=O)N(Cc1cc2ccccc2[nH]c1=O)C(C)(C)C	-1%	1%	5%	3.3%	0.1%	0%	0%	/	/	7%
COc1ccc(OCC(=O)NNC(=O)C(=O)N2CCCC2)cc1	15%	-4%	-1%	-7.2%	0.2%	?	7%	7	613	3%
CCN(CC)CCCC(C)NC(=O)c1cccc(S(=O)(=O)N2CCc3ccccc32)c1 (stereo unspecified)	-2%	-1%	1%	-3.0%	-0.5%	4%	-11%	10	677	5%
CCNC(=O)c1ccc(CSc2ccc(Cl)cc2)cc1	7%	6%	3%	-2.4%	0.1%	-3%	-7%	-14	768	-18%
Cc1[nH]n(C(N)=S)c(=O)c1N=Nc1ccc([N+](=O)[O-])cc1Cl	-4%	0%	/	/	/	/	-8%	8	827	-12%
O=C(Nc1ccc(F)cc1)C1CCC(CNc2c(N3CCCCC3)c(=O)c2=O)CC1 (stereo unspecified)	-4%	-2%	14%	/	/	6%	3%	5	669	-12%
CCOc1ccc(CCNc2nc3ccccc3n3cnnc23)cc1OCC	0%	1%	-10%	/	/	-1%	10%	1	687	0%
CC1(C)OC(=O)C(=CNCC(O)c2ccccc2)C(=O)O1 (stereo unspecified)	0%	-3%	-6%	-2.4%	-1.0%	0%	6%	/	/	18%
CC(=NCc1ccccc1)C1=C(O)COC1=O	-2%	-4%	2%	-2.3%	-2.2%	3%	-8%	/	/	10%
COc1cc(/C=C2\SC(=S)N(CC(=O)Nc3ccccn3)C2=O)cc(OC)c1OC	2%	1%	-6%	-11%	-2.0%	5%	-1%	13	671	3%
Cc1cc(C)c2cc3c(ccn3C3OC[C@H](O)[C@H](O)[C@H]3O)cc2n1 (stereo partly specified)	3%	-3%	12%	-2.0%	/	4%	48%	4	689	12%
Cc1ccc(CN2CCC(Oc3cccc(C(=O)N(C)CCN(C)C)c3)CC2)cc1C	-8%	-9%	/	/	/	/	6%	-7	747	18%
CCOC(=O)N1CCN(C(=O)CNC(=O)Cc2ccc(Cl)cc2)CC1	2%	-3%	-5%	-1.2%	/	-1%	-9%	-2	316	16%
COc1ccc(S(C)(=O)=O)cc1S(C)(=O)=O	3%	-10%	-6%	-3.9%	-0.6%	-2%	-3%	0	724	8%
COc1ccc(-n2cc(CN(C)CCO)c(-c3cccc(F)c3)n2)cc1	-9%	-6%	5%	-0.6%	2.1%	-4%	2%	4	669	-31%
O=C(OCC(=O)N1CCN(C(=O)c2ccco2)CC1)c1cccc(S(=O)(=O)N2CCc3ccccc32)c1	6%	-1%	-4%	-3.5%	1.4%	7%	3%	6	705	13%
CC(C)(C)c1nc(SCC(=O)c2ccccc2)c2ccccc2n1	3%	0%	4%	-0.3%	0.4%	0%	-9%	-35	719	-5%
CCOC(=O)c1ccccc1NC(=O)C1CC(=O)N(C2CCCCC2)C1 (stereo unspecified)	-8%	-7%	/	/	/	/	1%	-7	728	28%
COc1ccc(C(C)=O)cc1CSCC(=O)O	-2%	0%	3%	-8.4%	-1.5%	-1%	-8%	1	669	9%
CCOC(=O)C1=C(N)Oc2cc(C)oc(=O)c2C1c1cccnc1 (stereo unspecified)	4%	-2%	6%	-5.6%	0.0%	2%	3%	/	/	-2%
CCC(=O)Nc1ccccc1-c1nc2ccccc2[nH]c1=O	12%	-5%	/	/	/	/	1%	7	749	0%
CC1CCC(NC(=O)C2CCN(S(=O)(=O)c3ccc4nc5c(c(C(=O)O)c4c3)CC(C)CC5)CC2)CC1 (stereo unspecified)	1%	-1%	32%	1.6%	1.6%	8%	13%	22	703	-4%
CCCN1C2=NCCN2c2ccccc21	0%	-10%	-5%	-1.6%	-0.6%	0%	2%	/	/	-12%
C(=C\c1ccccc1)/CNn1cnnc1	-1%	-10%	14%	0.4%	-0.9%	5%	-6%	-24	596	24%

A second format for part of the listing above:
Compound | SIAH1 antagonists | LYP phosphatase | M17LAP inhibition | XIAP antagonists | ER stress rescue | P. falciparum M1AAP | AID2073 | Hep lipid drop | Hep lipid drop cells 6.5 µM | NOD2 inhibition
COc1ccc(C(C)=O)cc1CSCC(=O)O | -2% | 0% | 3% | -8.4% | -1.5% | -1% | -8% | 1 | 669 | 9%
CCOC(=O)C1=C(N)Oc2cc(C)oc(=O)c2C1c1cccnc1 (stereo unspecified) | 4% | -2% | 6% | -5.6% | 0.0% | 2% | 3% | / | / | -2%
CCC(=O)Nc1ccccc1-c1nc2ccccc2[nH]c1=O | 12% | -5% | / | / | / | / | 1% | 7 | 749 | 0%

Later entries.
SMILES	SIAH1 antagonists	LYP phosphatase	M17LAP inhibition	XIAP antagonists	ER stress rescue	P. falciparum M1AAP	AID2073	Hep lipid drop	Hep lipid drop cells 6.5 µM	NOD2 inhibition
Cc1ccc2c(c1)C(=O)C(=O)N2CC(=O)Nc1ccccc1NC(=O)c1ccccn1	6%	-6%	4%	/	/	6%	-3%	-21	734	5%
O=[N+]([O-])c1ccc(C(=S)N2CCCC2)cc1	1%	-6%	3%	-4.9%	-1.1%	7%	7%	2	701	-4%
C=C1CSc2nc3ccccc3c(=O)n21	-1%	0%	-7%	-7.9%	1.2%	-2%	1%	5	754	-2%
COc1cccc(Cn2c(Oc3ccccc3)nc3c2c(=O)n(C)c(=O)n3C)c1	-4%	0%	6%	34%	-1.1%	2%	12%	-20	667	10%
CC(C)(C)C(=O)COC(=O)c1ccc(O)cc1	6%	-4%	9%	-7.1%	-1.5%	-3%	-10%	-29	691	2%
Cc1cc2nc(-c3ccc(SCC(=O)Nc4nccs4)nc3)[nH]c2cc1C	-1%	-5%	-7%	-8.3%	-6.0%	-1%	39%	5	566	-50%
CCC(=O)Nn1c(C)nnc1C	3%	-3%	0%	-4.2%	-0.7%	1%	-2%	/	/	-3%
Cc1cc(Nc2ccccc2)n(-c2cccc(Cl)c2)n1	-6%	-5%	-15%	-20%	6.4%	5%	-5%	1	797	6%
CCCCc1c(C)[nH]c(=S)[nH]c1=O	-2%	5%	12%	/	/	10%	7%	13	425	3%
Cc1cccc(N2C(=O)c3cccc4c(N(C)CCO)ccc(c34)C2=O)c1	3%	-1%	21%	-11%	-0.4%	20%	26%	/	/	9%
O=C(/C=C/c1ccccc1)NCc1ccc2c(c1)OCO2	0%	-1%	/	/	/	/	-1%	-3	874	-13%
COc1ccccc1CC(=O)N1CCN(c2ccccn2)CC1	-3%	-2%	3%	-3.5%	0.6%	9%	20%	/	/	-11%
O=C(O)CNC(=O)c1ccc(Sc2ccccc2)c([N+](=O)[O-])c1	0%	3%	18%	-6.4%	0.8%	5%	7%	-8	703	5%
COCCCNC(=O)c1oc2ccc(S(=O)(=O)N(C)C3CCCCC3)cc2c1C	6%	-4%	-4%	-2.2%	-1.7%	5%	2%	/	/	12%
COc1cc(C(C)=O)ccc1OCC(O)CN1CCN(c2ccc(F)cc2)CC1 (stereo unspecified)	-2%	-14%	/	/	/	/	3%	-3	838	15%
CCOC(=O)N/N=C\c1ccc(OC(=O)c2ccc3c(c2)OCO3)cc1	1%	0%	-1%	0.6%	0.0%	4%	9%	-24	714	-11%
Cc1ccc(Nc2nnc(SC/C(O)=C(\C#N)c3nc4ccccc4[nH]3)s2)c(C)c1	-12%	8%	6µM*	-3.7%	-2.9%	-6%	16%	0	672	11%
Cc1ccc(NC(=O)C2CCCN(S(=O)(=O)c3cccc4cccnc34)C2)cc1 (stereo unspecified)	-3%	-5%	/	/	/	/	-2%	-4	685	-3%
CC(NC(=O)c1cc(=O)[nH]c2ccccc12)c1ccccc1 (stereo unspecified)	-1%	-7%	-4%	-5.7%	-1.7%	3%	-5%	2	698	4%
CCOC(=O)C1(Cc2ccc(Cl)cc2)CCN(C(=O)c2cnc(C)cn2)CC1	-8%	-6%	-4%	/	/	-2%	-3%	6	680	18%
O=C(Cc1cn2ccsc2n1)OCc1nc2ccccc2s1	-5%	-5%	2%	-21%	0.0%	-3%	-18%	/	/	6%

Ordered by heavy-atom count (high to low): some entries from above.
SMILES	SIAH1 antagonists	LYP phosphatase	M17LAP inhibition	XIAP antagonists	ER stress rescue	P. falciparum M1AAP	AID2073	Hep lipid drop	Hep lipid drop cells 6.5 µM	NOD2 inhibition
O=C(OCC(=O)N1CCN(C(=O)c2ccco2)CC1)c1cccc(S(=O)(=O)N2CCc3ccccc32)c1	6%	-1%	-4%	-3.5%	1.4%	7%	3%	6	705	13%
COc1cccc(Cn2c(Oc3ccccc3)nc3c2c(=O)n(C)c(=O)n3C)c1	-4%	0%	6%	34%	-1.1%	2%	12%	-20	667	10%
Cc1[nH]n(C(N)=S)c(=O)c1N=Nc1ccc([N+](=O)[O-])cc1Cl	-4%	0%	/	/	/	/	-8%	8	827	-12%
CCNC(=O)c1ccc(CSc2ccc(Cl)cc2)cc1	7%	6%	3%	-2.4%	0.1%	-3%	-7%	-14	768	-18%
CC(=NCc1ccccc1)C1=C(O)COC1=O	-2%	-4%	2%	-2.3%	-2.2%	3%	-8%	/	/	10%
